mIAP block: blocks mouse intestinal alkaline phosphatase | purified mouse IAP, CDP-Star luminescence, 30 min | inhibition, % at 10 µM | hit rate 0.2% among 330,000 | AID 2806;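 active = inhibition of at least 40% at 10 µM in the primary screen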;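 note: plate controls were DMSO with enzyme for no effect and no enzyme wells for full effect; values of inactives mirror those of a sister screen read the other way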
hIAP block: blocks human intestinal alkaline phosphatase | purified IAP, CDP-Star luminescence, 30 min | inhibition, % at 10 µM | AID 2544 | hit rate 0.12% among 330,000 | P09923;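 active = inhibition reaching a set limit with compound at 10 µM in the primary screen, cut at about 35% in these data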;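 note: plate controls were DMSO wells with enzyme for no effect and no-enzyme buffer wells for full effect; values of inactives mirror those of a sister screen read the other way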
Target sequence (P09923 whole entry, looked up): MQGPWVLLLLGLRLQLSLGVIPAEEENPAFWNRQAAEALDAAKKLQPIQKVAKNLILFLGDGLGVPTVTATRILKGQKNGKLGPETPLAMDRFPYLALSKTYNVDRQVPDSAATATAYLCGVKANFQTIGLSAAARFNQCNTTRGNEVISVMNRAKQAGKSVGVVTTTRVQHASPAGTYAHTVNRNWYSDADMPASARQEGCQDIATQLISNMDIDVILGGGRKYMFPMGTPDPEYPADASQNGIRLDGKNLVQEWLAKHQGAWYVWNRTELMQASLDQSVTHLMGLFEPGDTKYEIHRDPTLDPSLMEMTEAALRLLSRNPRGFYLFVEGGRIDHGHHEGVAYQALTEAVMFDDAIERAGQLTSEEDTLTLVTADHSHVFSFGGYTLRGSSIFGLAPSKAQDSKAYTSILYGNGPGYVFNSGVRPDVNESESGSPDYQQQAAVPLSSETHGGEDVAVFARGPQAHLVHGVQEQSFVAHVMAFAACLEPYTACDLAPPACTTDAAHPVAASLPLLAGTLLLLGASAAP
MPTP inh: blocks calcium-induced mitochondrial swelling; hit rate 1.4% among 360,000; isolated mouse mitochondria, Ca2+ swelling absorbance, 30 min; AID 602449; inhibition, % at 10 µM;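 active = inhibition of 50% or more, scaled per plate between neutral and stimulator controls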;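 note: 0% = DMSO wells given calcium and 100% = 1 mM EGTA wells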
A3A deaminase: blocks human APOBEC3A ssDNA deamination; P31941; hit rate 0.41% among 330,000; recombinant A3A, FAM/TAMRA ssDNA deamination fluorescence; inhibition, % at 20 µM;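 active = at least 40% inhibition at 20 µM here, with at most 30% in a related deaminase screen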;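 note: plate controls were A3A with DMSO for no effect and wells lacking A3A enzyme for full effect; some results filed as inactive read as strong as hits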
Target sequence (P31941 whole entry, looked up): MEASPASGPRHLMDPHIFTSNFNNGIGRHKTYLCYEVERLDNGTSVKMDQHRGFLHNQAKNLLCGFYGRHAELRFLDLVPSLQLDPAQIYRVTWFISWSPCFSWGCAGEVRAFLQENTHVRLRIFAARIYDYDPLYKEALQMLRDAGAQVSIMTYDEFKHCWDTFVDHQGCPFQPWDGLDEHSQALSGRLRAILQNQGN
MIN6 prolif: MIN6 beta-cell proliferation induction; hit rate 0.29% among 330,000; proliferation, % at 10 µM; MIN6 cells proliferation, ATPlite luminescence, 48 h; cells starved in 0.2% serum; 100% = growth in 10% serum; AID 2380;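 active = compounds whose signal lies at least 3.5 SD above the mean of all wells on their plate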;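 note: 0% = DMSO-treated cells in low-serum medium and 100% = 10% serum control; some compounds called inactive have numbers as strong as hits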
A3G deaminase: inhibitors of human APOBEC3G DNA deaminase; hit rate 0.28% among 330,000; inhibition, % at 20 µM; Q9HC16; recombinant A3G, ssDNA deamination FAM/TAMRA fluorescence;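 active = inhibition of at least 40% at 20 µM, with no more than 30% in the related APOBEC3A deaminase screen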;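 note: plate controls were DMSO wells with A3G for no effect and wells lacking A3G enzyme for full effect; some compounds called inactive have numbers as strong as hits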
mIAP activ: mouse IAP activation | muIAP, CDP-Star luminescence, 30 min; active compounds read high; 1 = vehicle-only enzyme signal, 0 = enzyme-free wells | activation factor at 10 µM | hit rate 0.24% among 330,000 | AID 2805;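 active = activation factor of at least 2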; note: the source names both 10 and 20 µM as test concentration; values of inactives mirror those of a sister screen read the other way
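System: Mouse IAP enzyme | Also added: CDP-Star substrate | Dosing: Compounds dispensed in DMSO | Schedule: 30 min enzyme-substrate-compound incubation at room temperature | Technique: Chemiluminescence readout | Control set: DMSO-only wells and no-enzyme negative control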
ATG4B inhibitor: blocks human ATG4B protease cleavage of LC3 substrate; Q9Y4P1; ATG4B cleavage of LC3-PLA2, NBD-HPC fluorescence, 1 h; inhibition, % at 8.33 µM; hit rate 0.51% among 340,000; in the data active = inhibition above about 40%
hIAP activ: increases human intestinal alkaline phosphatase activity; hit rate 0.16% among 330,000; AID 2524; purified human IAP, CDP-Star luminescence, 30 min; active compounds read high; 1 = vehicle-only enzyme, 0 = enzyme-free background; activation factor at 10 µM;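 active = activation factor of the enzyme at least 2-fold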; note: the source names both 10 and 20 µM as test concentration; values of inactives mirror those of a sister screen read the other way
Active calls of the source: *; . = no result given; & = joins results of further samples.

SMILES	mIAP block	hIAP block	MPTP inh	A3A deaminase	MIN6 prolif	A3G deaminase	mIAP activ	ATG4B inhibitor	hIAP activ
CN(C)c1ccc(/C=N/NC(=O)c2nnn(-c3nonc3N)c2COc2ccc(F)cc2)cc1	10	-8	1.0	16	0	0	0.9	-6	1.1
CN1CCc2c(sc3c2C(=O)NC(/C=C/c2ccco2)N3)C1 (stereo not given)	27	16	-1.0	8	1	15	0.73	-1	0.84
Cc1nn(-c2ccccc2)c(OC(=O)c2cccs2)c1S(=O)(=O)c1ccc([N+](=O)[O-])cc1	6	1	-1.6	0	0	-7	0.94	16	0.99
CCCN1CCN(CCCNC(=O)Cn2nc(-c3ccc(Cl)cc3)ccc2=O)CC1	1	7	-0.5	3	-2	4	0.99	-3	0.93
COc1ccc(N(C(=O)c2ccco2)C(C(=O)NC2CCCCC2)c2ccccc2)cc1 (stereo not given)	-8	-11	-0.5	-5	-1	-2	1.1	1	1.1
NNC(=O)/C(=C\c1ccc(Br)cc1)NC(=O)c1cccs1	16	11	0.5	5	-3	1	0.84	3	0.89
Cc1ccc2cccc(OCc3nnc(SCC(=O)O)n3C)c2n1	-8	-7	0.4	-1	0	-8	1.1	5	1.1
O=C(NCc1cccnc1)[C@@H]1CC=C[C@@H]2CCN(Cc3ccc(Cl)c(Cl)c3)C(=O)[C@@H]21	-2	-6	-0.8	-2	2	-5	1	-12	1.1
O=C(NCCSCc1ccccc1)c1ccccc1	-3	-18	0.6	-2	1	-2	1	1	1.2
CNS(=O)(=O)c1cccc(C(=O)OCC(=O)Nc2ccc(Cl)cn2)c1	0	5	0.1	0	0	1	1	1	0.95
CC(=O)Nc1ccc(S(=O)(=O)Nc2ccc(Cl)cn2)cc1	0	-4	-1.3	-4	-3	-4	1	-4	1
CCCC(NS(=O)(=O)c1ccc(-c2ccc(=O)[nH]n2)s1)c1cccs1 (stereo not given)	-3	-11	0.5	-3	3	-6	1	-6	1.1
Cc1ccc(-c2cc(C(=O)N3CCc4ccccc4C3)no2)cc1	14	-2	2.3	-4	-4	-8	0.85	40*	1
CCc1noc(C)c1C(=O)NNC(=O)c1ccc(Br)cc1	3	3	0.2	-1	0	-1	0.97	9	0.97
O=C(COc1ccccc1)N1CCN(C(=O)c2cccc(F)c2)CC1	2	0	-2.8	-5	-1	-4	0.98	-7	1
O=C(/C=C/Nc1ccccc1O)c1ccco1	6	-32	2.1	6	-3	1	0.94	6	1.3
Cc1ccccc1C(=O)Nc1cccc(NC(=O)c2ccc(F)cc2)c1	-2	6	0.2	-1	-2	-1	1	4	0.94
CN(CC(=O)Nc1ccc(Cl)cc1)C(=O)COc1ncnc2ccccc12	-8	-3	-1.5	1	2	-5	1.1	-1	1
Cc1ccc(S(=O)(=O)N2CCOCC2)cc1NC(=O)CN1CCC(Cc2ccccc2)CC1	1	-10	32	-1	-3	-2	0.99	-2	1.1
Cc1ccc(C(=O)NCC(=O)NCC(=O)OCC(=O)c2cccs2)cc1	6	-4	-0.2	0	0	4	0.94	1	1
COC(=O)c1cc(NC(=O)C2C3C=CC(C3)C2C(=O)O)cc(C(=O)OC)c1 (stereo not given)	5	17	-1.6	1	0	-2	0.95	-14	0.83
O=C(CN1CCN(S(=O)(=O)c2ccc3c(c2)OCCO3)CC1)Nc1cccc(F)c1	-7	-11	1.2	2	-3	-4	1.1	-2	1.1
CCCN(CCC)C1CC(=O)N(Cc2ccccc2)C1=O (stereo not given)	2	-9	-1.9	0	-5	-3	0.98	-7	1.1
CCCC(=O)Nc1nc2ccc(NC(=O)c3cccnc3)cc2s1	5	3	-0.3	-1	2	0	0.95	-3	0.97
CCOC(=O)c1cnc(SCC(=O)c2ccc(C)cc2)nc1N	2	13	0.8	-2	-3	-11	0.97	-1	0.87
CC(C)CN(CC(C)C)S(=O)(=O)N1CCC(C(=O)NCc2ccc(F)cc2)CC1	-24	-3	3.3	1	-4	-3	1.2	30	1
Cc1ccccc1NS(=O)(=O)c1ccc(C)c(C(N)=O)c1	2	4	0.7	-2	2	-4	0.98	6	0.96
CCN(CC)CCNC(=O)COc1ccc(OC)cc1	6&2	-2&-4	0.8&0.4	-1&-1	1&1	-4&-5	0.94&0.98	-3&-9	1&1
CC(C)Oc1ccc(CNC(=S)Nc2ccccc2)cc1Cl	-86	-30	26	20	-4	-1	1.9	2	1.3
CCOc1ccccc1NC(=O)CN(C)S(=O)(=O)c1cnc[nH]1	-10	-17	0.2	-6	-4	-5	1.1	1	1.2
Cc1cc(C)c2nc(NNC(=O)c3ccc(S(=O)(=O)N4CCCC(C)C4)cc3)sc2c1 (stereo not given)	4	-22	1.1	-7	-7	-11	0.96	0	1.2
Cc1ccccc1NC(=O)C1CCCN1S(=O)(=O)c1ccccc1C(F)(F)F (stereo not given)	-7	-2	0.3	2	-5	3	1.1	0	1
COc1ccc(CCn2c(N3CCOCC3)nc3c2c(=O)[nH]c(=O)n3C)cc1	-1	2	-2.0	2	0	-5	1	9	0.98
O=C(N=C1N=C2C=CC=CN2Cc2ccccc21)c1ccc(S(=O)(=O)N2CCOCC2)cc1	-2	4	-2.6	-2	-1	-4	1	-6	0.96
COC(=O)CCC(=O)Oc1ccc(OC(=O)CCC(=O)OC)cc1	-10	-1	.	-4	-3	-8	1.1	.	1
CCN(Cc1ccncc1)C(=S)Nc1ccccc1	-1	0	0.8	-1	0	-3	1	-5	1
Cc1c(C(=O)OC(C)C)[nH]c2c1C(=O)CCC2	0	4	1.5	-1	-2	-6	1	-6	0.96
CCNC(=O)c1cccc(NC(=O)CC2SC(N3CCCCC3)=NC2=O)c1 (stereo not given)	8	-10	0.6	1	-1	-4	0.92	-10	1.1
CCc1cccc(CC)c1NC(=O)c1cc(CN2C(=O)c3ccccc3C2=O)ccc1OC	14	-11	-5.0	-3	5	-6	0.86	-8	1.1
Cc1ccc2cccc(OC(=O)/C=C\c3ccccc3)c2n1	-11	-25	-5.0	-5	2	-9	1.1	-1	1.2
CCCCSCc1cc(C(=O)O)oc1C(C)(C)C	11	6	-0.4	-4	-1	-9	0.89	-1	0.94
CCOC(=O)C1=C(C)N=c2s/c(=C\c3ccc(C(=O)O)cc3)c(=O)n2C1c1ccc(F)cc1 (stereo not given)	13	24	0.9	2	-3	-5	0.87	1	0.76
Cc1cc(C)c(S(=O)(=O)Nc2ccc(O)c(Sc3ncn[nH]3)c2)cc1C	79*	-3	-1.3	1	-2	-5	0.21	-1	1
CCOc1cc(/C=C/C(=O)Nc2ccc(C(=O)NCCN(CC)CC)cc2)ccc1OCC(C)C	6	5	1.8	2	-6	-9	0.94	2	0.95
COc1ccccc1OCCC(=O)OCC(=O)c1[nH]c(C)c(C(C)=O)c1C	-1	-2	0.7	0	-3	-8	1	3	1
CCOC(=O)CON1C(=O)C(=O)N(OCC(=O)OCC)C2CCCCC21 (stereo not given)	6	11	0.0	0	4	-4	0.94	-8	0.89
Cc1nc2sc(C(=O)c3ccccc3)c(N)c2c(C)c1C	11	2	-2.1	-4	1	-9	0.89	0	0.98
Cc1ccc(/C=C/C(=O)OCC(=O)NC(C)c2ccccc2)o1 (stereo not given)	-12	0	0.2	11	2	3	1.1	0	1
Cc1cccc(CC2S/C(=N/c3cccc(C)n3)NC2=O)c1 (stereo not given)	-4	21	1.2	-5	-1	-11	1	0	0.79
COc1ccccc1NC(=O)c1ccc(COc2ccccc2OC)o1	2	1	1.7	-3	2	-3	0.98	-16	0.99
Remaining list, next part
SMILES	mIAP block	hIAP block	MPTP inh	A3A deaminase	MIN6 prolif	A3G deaminase	mIAP activ	ATG4B inhibitor	hIAP activ
O=C(NCc1ccc(F)cc1)C1CCCN(S(=O)(=O)c2cccc3nonc23)C1 (stereo not given)	1	-17	1.3	0	-5	-1	0.99	0	1.2
CCOC(=O)C(C(=O)NCC1CCCO1)C1CCCCC1 (stereo not given)	-2	-1	6.7	-2	0	-2	1	5	1
COC(=O)c1cc2sccc2n1CC(=O)N(C)c1ccccc1	2	4	1.8	-1	0	-3	0.98	-3	0.96
CC(=O)c1cccc(OCc2cc(C(=O)NC(C)Cc3cccnc3)no2)c1 (stereo not given)	-6	6	0.0	2	1	-2	1.1	-5	0.94
O=C(NCCCN1CCCC1=O)c1cn(-c2ccccc2)nc1-c1ccccc1	-6	-13	0.8	0	-1	-6	1.1	-6	1.1
COCCOC1CCN(C(=O)C2CCC(=O)N(CCc3cccc(F)c3)C2)CC1 (stereo not given)	-4	3	-3.6	-3	-2	-5	1	-6	0.97
COc1cccc(C2C(C#N)=C(N)N(N(C)C)C3=C2C(=O)CCC3)c1OC (stereo not given)	5	1	-0.6	-3	-2	-2	0.95	-3	0.99
O=[N+]([O-])c1cccc(S(=O)(=O)NCC2CCCO2)c1 (stereo not given)	5	-3	-1.6	-4	0	-9	0.95	-2	1
CC(c1cccnc1)N(CCN(C)C)C(=O)Nc1ccc(Cl)c(Cl)c1 (stereo not given)	13	6	-0.4	0	-4	-2	0.87	-8	0.94
COc1ccc(N2CCN(C(=O)c3cc(S(=O)(=O)N4CCCCCC4)ccc3OC)CC2)cc1	-3	6	-1.8	-2	-3	-4	1	0	0.94
CC/C(C)=N/Nc1cccc([N+](=O)[O-])c1	3	-12	3.0	1	-3	-5	0.97	2	1.1

Molecules shown so far that have an aryl methoxy group (8):
SMILES	mIAP block	hIAP block	MPTP inh	A3A deaminase	MIN6 prolif	A3G deaminase	mIAP activ	ATG4B inhibitor	hIAP activ
COc1ccc(N(C(=O)c2ccco2)C(C(=O)NC2CCCCC2)c2ccccc2)cc1 (stereo not given)	-8	-11	-0.5	-5	-1	-2	1.1	1	1.1
CCN(CC)CCNC(=O)COc1ccc(OC)cc1	6&2	-2&-4	0.8&0.4	-1&-1	1&1	-4&-5	0.94&0.98	-3&-9	1&1
COc1ccc(CCn2c(N3CCOCC3)nc3c2c(=O)[nH]c(=O)n3C)cc1	-1	2	-2.0	2	0	-5	1	9	0.98
CCc1cccc(CC)c1NC(=O)c1cc(CN2C(=O)c3ccccc3C2=O)ccc1OC	14	-11	-5.0	-3	5	-6	0.86	-8	1.1
COc1ccccc1OCCC(=O)OCC(=O)c1[nH]c(C)c(C(C)=O)c1C	-1	-2	0.7	0	-3	-8	1	3	1
COc1ccccc1NC(=O)c1ccc(COc2ccccc2OC)o1	2	1	1.7	-3	2	-3	0.98	-16	0.99
COc1cccc(C2C(C#N)=C(N)N(N(C)C)C3=C2C(=O)CCC3)c1OC (stereo not given)	5	1	-0.6	-3	-2	-2	0.95	-3	0.99
COc1ccc(N2CCN(C(=O)c3cc(S(=O)(=O)N4CCCCCC4)ccc3OC)CC2)cc1	-3	6	-1.8	-2	-3	-4	1	0	0.94

Screens: PubChem, Sanford-Burnham Center for Chemical Genomics
